# CHO-K1 Ca PAM – M1 PAM counterscreen hit in parental CHO-K1 cells. 0.02% of 360,000 active. activation, % at 3 µM. AID 602247. ATP EC20, Fluo-8 calcium fluorescence; 0% at ATP EC20, 100% at ATP max;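 active means activation above the run cutoff, the mean activation of all test compounds plus 3 SD, cut at about 40% in these data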;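 further: peak over basal fluorescence ratio in a 140 s read after ATP addition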
# CHO parental Ca – counter-screen for OX1R antagonists: effect in parental CHO cells; parental CHO-K1, ATP-induced calcium, Fluo-8 fluorescence; inhibition, % at 5.6 µM; 0.63% of 330,000 active;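 active means inhibition above that plate's mean sample inhibition plus 3 SD, cut at about 26% in these data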;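 further: 0% = ATP-challenged DMSO wells and 100% = DMSO wells without ATP; some compounds past the cut are filed as inactive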
#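 Test system: untransfected parental CHO cell line; also added: ATP stimulus; dosing: 5.6 µM, single dose; signal: calcium-sensitive Fluo-8 fluorescence; measure: percent inhibition of ATP-evoked calcium rise, normalized to controls; benchmarks: low control ATP plus DMSO, high control DMSO only; replication: one well per compound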
# V1aR counter – counter-screen for oxytocin receptor agonists: human V1a receptor agonists. P37288. CHO-V1R cells, Fluo-8 calcium fluorescence, agonist mode; 0% DMSO, 100% 3 nM vasopressin. activation, % at 3 µM. 0.25% of 320,000 active;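 active means activation above the mean activation of all tested compounds plus 3 SD, per screening run, cut at about 20% in these data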;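 further: signal is peak over basal fluorescence ratio across a 100 second FLIPR read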
# Target sequence (P37288 whole entry, looked up): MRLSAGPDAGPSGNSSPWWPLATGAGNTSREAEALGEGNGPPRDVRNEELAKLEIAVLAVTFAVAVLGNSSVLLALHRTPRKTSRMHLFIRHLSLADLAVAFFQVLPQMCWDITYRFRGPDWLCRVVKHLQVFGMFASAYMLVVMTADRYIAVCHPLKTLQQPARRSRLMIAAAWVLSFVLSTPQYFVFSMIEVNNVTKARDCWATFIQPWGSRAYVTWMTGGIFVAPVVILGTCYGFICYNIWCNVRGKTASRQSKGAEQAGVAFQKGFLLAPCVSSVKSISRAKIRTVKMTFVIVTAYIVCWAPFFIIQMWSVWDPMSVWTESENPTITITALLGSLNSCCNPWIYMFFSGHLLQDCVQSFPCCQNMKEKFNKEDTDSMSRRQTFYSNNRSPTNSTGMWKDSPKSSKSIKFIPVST
# M1 ag parental – M1 agonist counterscreen hit in parental CHO-K1 cells. Fluo-8 calcium fluorescence; scaled to maximal ATP response, vehicle zero. activation, % at 3 µM. 0.48% of 360,000 active; in the data active means activation above about 15%;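 further: untransfected CHO-K1 host cells lacking M1 receptor as counterscreen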
# OXTR ag – human OXTR agonism; CHO-OTR cells, Fluo-8 calcium fluorescence; normalized: DMSO 0%, oxytocin 100%; activation, % at 3 µM; 0.32% of 320,000 active;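 active means activation above the mean of all tested compounds plus 3 SD, cutoff set per screening run, cut at about 20% in these data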;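 further: peak over basal fluorescence ratio from a 100 s FLIPR kinetic read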
# Target sequence (P30559 whole entry, looked up): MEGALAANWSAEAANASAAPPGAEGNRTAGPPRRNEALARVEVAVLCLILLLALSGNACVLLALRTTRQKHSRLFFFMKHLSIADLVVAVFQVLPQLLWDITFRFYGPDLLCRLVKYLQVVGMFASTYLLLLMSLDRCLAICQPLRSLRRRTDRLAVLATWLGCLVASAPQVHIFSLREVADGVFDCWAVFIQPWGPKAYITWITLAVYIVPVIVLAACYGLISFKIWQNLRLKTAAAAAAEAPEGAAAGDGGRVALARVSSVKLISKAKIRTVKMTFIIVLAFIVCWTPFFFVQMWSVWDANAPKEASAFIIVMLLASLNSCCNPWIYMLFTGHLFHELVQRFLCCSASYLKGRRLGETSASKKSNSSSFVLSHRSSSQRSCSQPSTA
# OXTR potentiator – human OXTR potentiation. P30559. CHO-OTR cells, Fluo-8 calcium fluorescence, potentiator mode; 0% = oxytocin EC15, 100% = EC100. activation, % at 3 µM. 0.061% of 320,000 active. AID 2445;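 active means activation above that plate's cutoff, the mean activation of tested compounds plus 3 SD, cut at about 6.6% in these data, passing the limit was not always enough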;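 further: 100% uses oxytocin at 75 nM as the full agonist control; some results filed as inactive read as strong as hits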
#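 assay system = CHO-OTR cells, human receptor | schedule = compound 6 min at room temperature before oxytocin, 100 s read | detection = Fluo-8 intracellular calcium fluorescence, ex 470-495, em 515-575 nm | evaluation = normalized max/min fluorescence ratio, % activation | control set = EC15 oxytocin alone as 0%, 75 nM oxytocin (EC100) as 100%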
# CHO-K1 Ca antag – M1 antagonist counterscreen hit in parental CHO-K1 cells | ATP-induced calcium, Fluo-8 fluorescence | inhibition, % at 3 µM | 0.6% of 360,000 active | AID 602250;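 active means inhibition above a per-plate cutoff, the plate's mean sample inhibition plus 3 SD, cut at about 24% in these data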;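 further: 0% = DMSO plus EC80 ATP and 100% = DMSO alone without ATP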
# TAAR1 antag – antagonists of human TAAR1. Q96RJ0. CHO RD-HGA16 TAAR1, Fluo-8 calcium fluorescence, antagonist. inhibition, % at 3 µM. 1.5% of 360,000 active. AID 624466;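 active means inhibition above a per-plate cutoff, the mean inhibition of test compounds on that plate plus 3 SD, cut at about 49% in these data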;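 further: 0% = DMSO plus EC80 beta-PEA response and 100% = DMSO alone without agonist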
#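 Test system – hTAAR1-expressing CHO RD-HGA16 cells, Gα16-coupled · Also added – β-PEA at EC80 concentration, post-compound challenge · Compound – 3 µM, single point · Incubation – dye loading 75 min at 37 °C, then 30 min room temperature · Measured by – Fluo-8 intracellular calcium dye fluorescence, real-time kinetic reads · Benchmarks – vehicle and agonist controls · Replicates – singlicate, one well per test compound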
# GPR7 antag – antagonists of human GPR7 (neuropeptides B/W receptor 1); GPR7-expressing cells, fluorescence antagonist assay; inhibition, % at 4.4 µM; 1.1% of 290,000 active; in the data active means inhibition above about 16%, passing the limit was not always enough;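 further: cells stimulated with the agonist NPW; 0% = agonist with vehicle and 100% = vehicle without agonist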
# An asterisk follows results filed as active; . = not tested or not shown. No enrichment for hits, and some 3.5% of all compounds hit somewhere here.
cpd	SMILES	CHO-K1 Ca PAM	CHO parental Ca	V1aR counter	M1 ag parental	OXTR ag
1	O=C(CCc1nc(-c2ccccc2)no1)Nc1cccnc1	10	-16	5.8	16*	4.9
2	CN(C(=O)Nc1ccc(Cl)c(Cl)c1)c1ccccc1C(=O)O	20	35*	4.1	6.6	2.2
3	COc1ccc(-c2nnn(CC(=O)N(CCO)C(C(=O)NC3CCCC3)c3ccc(F)cc3)n2)cc1 (stereo not drawn)	13	-18	-0.7	0.2	-0.6
4	CC(=O)NC(c1ccc(C)cc1)c1cc([N+](=O)[O-])c2cccnc2c1O (stereo not drawn)	5	-14	0.3	0.3	-0.8
5	O=C(NCCC(NS(=O)(=O)OCC(Cl)(Cl)Cl)c1ccccc1)C(F)(F)F (stereo not drawn)	8	-19	1.1	0.5	-0.3
6	CNC(=O)NNC(=O)c1nc(-c2ccccc2)c(C)o1	-1	3	0.9	-0.1	-0.5
7	Cc1cc(O)c(C(C)C)cc1N=Nc1ccccc1C(=O)O	13	-10	5.5	8.3	4.0
8	COC(=O)CNC(=O)c1ccccc1F	8	-2	0.1	0.0	0.7
9	O=C(O)C1CCN(c2ccccc2[N+](=O)[O-])CC1	21	2	-0.8	1.0	0.4
10	O=[N+]([O-])c1ccc(O)c(C=Nc2ccc3c(c2)OCCO3)c1	33	-18	1.8	2.1	-0.2
11	Cc1ccc(-c2noc(CCC(=O)NCC3CCN(Cc4cccc(C)c4)CC3)n2)cc1	6	-9	7.4	8.0	10
12	C(=C\c1ccccc1)/CN1CCN(C(c2cc3ccccc3o2)c2nnnn2Cc2ccccc2)CC1 (stereo not drawn)	-9	.	.	-0.2	.

cpd	OXTR potentiator	CHO-K1 Ca antag	TAAR1 antag	GPR7 antag
1	-8	-5	-8	-10
2	-8	7	20	-7
3	-1	-8	2	-7
4	1	3	0	-5
5	-19	-14	7	-10
6	-5	2	-5	-8
7	0	-13	-47	-9
8	-5	3	-9	-4
9	-4	-13	-4	-11
10	-7	-10	-23	-10
11	-14	5	13	16
12	.	1	-2	.

# Next part; it opens with the 5 that closed the last part.
cpd	SMILES	CHO-K1 Ca PAM	CHO parental Ca	V1aR counter	M1 ag parental	OXTR ag
8	COC(=O)CNC(=O)c1ccccc1F	8	-2	0.1	0.0	0.7
9	O=C(O)C1CCN(c2ccccc2[N+](=O)[O-])CC1	21	2	-0.8	1.0	0.4
10	O=[N+]([O-])c1ccc(O)c(C=Nc2ccc3c(c2)OCCO3)c1	33	-18	1.8	2.1	-0.2
11	Cc1ccc(-c2noc(CCC(=O)NCC3CCN(Cc4cccc(C)c4)CC3)n2)cc1	6	-9	7.4	8.0	10
12	C(=C\c1ccccc1)/CN1CCN(C(c2cc3ccccc3o2)c2nnnn2Cc2ccccc2)CC1 (stereo not drawn)	-9	.	.	-0.2	.
13	CCCn1c(=O)c(C(=O)NNC(=O)c2ccc(Cl)cc2Cl)c(O)c2ccccc21	20	-26	1.3	0.7	0.9
14	O=C(CSc1nnc(-c2cccnc2)o1)Nc1nccs1	16	10	1.4	2.9	0.8
15	COc1cccc(-c2nc(CS(=O)CC(=O)NC3CCCCC3)c(C)o2)c1 (stereo not drawn)	-3	-22	0.3	0.8	-2.6
16	CC(C)c1ccc(NC(=O)C2(C)Cc3c(-c4ccc(C(N)=O)cc4)ccnc3O2)cc1 (stereo not drawn)	-9	.	.	-0.2	.
17	COc1ccc2c(c1OC)C(=O)OC2Nc1ccccc1S(=O)(=O)C(F)F (stereo not drawn)	5	-2	-0.5	0.6	0.2
18	Cc1ccc(/C=C/c2nnc(-c3cccs3)o2)cc1	-3	-28	0.4	-0.5	-0.8
19	Cc1c(Cl)cccc1NC(=O)c1cccnc1	-2	-4	-0.4	-0.3	-0.7
20	C=C1CCN([C@@H](CC(C)C)C(=O)NN2CCOCC2)S(=O)(=O)c2ccccc21	6	-15	2.4	-0.3	-0.6
21	CCOC(=O)C1CCCN(S(=O)(=O)CCNC(=O)c2ccc3c(c2)OCO3)C1 (stereo not drawn)	-19	-10	-0.4	0.1	0.0
22	COc1cc(C(O)c2nc(-c3cccc(C#N)c3)cs2)ccc1F (stereo not drawn)	0	.	.	5.7	.
23	Nc1nnc2c(n1)CCCC2	9	-3	-0.4	0.2	0.9
24	C1CCC(C23CC4CC(CC(C4)C2)C3)NC1 (stereo not drawn)	5	-6	-0.7	0.0	0.1

cpd	OXTR potentiator	CHO-K1 Ca antag	TAAR1 antag	GPR7 antag
8	-5	3	-9	-4
9	-4	-13	-4	-11
10	-7	-10	-23	-10
11	-14	5	13	16
12	.	1	-2	.
13	-6	-8	-8	0
14	-6	-10	7	.
15	-3	0	-13	-4
16	.	-7	-33	.
17	-1	1	10	-9
18	-2	-7	-31	2
19	-4	7	-7	-14
20	-4	-6	7	.
21	-5	14	7	.
22	.	-1	3	.
23	-5	-11	-7	-9
24	-10	0	-6	-11

# Additional compounds follow.
cpd	SMILES	CHO-K1 Ca PAM	CHO parental Ca	V1aR counter	M1 ag parental	OXTR ag
25	O=C(/C=C/c1ccc(S(=O)(=O)N2CCOCC2)cc1)NC(=S)Nc1ccc(Cl)cc1Cl	-3	-8	0.1	-0.2	-0.1
26	Cc1cccc(OCC(=O)OCC(=O)NCC2CCCO2)c1C (stereo not drawn)	8	-11	0.2	2.9	0.8
27	Cc1cccc(N2CCN(c3cccc(C)c3)C2c2cccnc2)c1	1	-23	-0.9	0.2	-2.3
28	COCCNC(=S)N1CCC(C(=O)c2ccc(F)cc2)CC1	6	.	.	0.8	.
29	CC(C)(C)NC(=O)Nc1ccc(Cn2cc(C(F)(F)F)ccc2=O)cc1	9	-15	-0.2	0.9	1.4
30	O=C(NC1CCCCC1)C(Cc1ccccc1)N1C(=O)C2C3CCC(C3)C2C1=O (stereo not drawn)	17	-15	-0.2	3.4	-1.0
31	N#Cc1c2n(c(=S)n(-c3ccccc3[N+](=O)[O-])c1=O)CCCCC2	16	-8	-0.1	0.9	0.9
32	COc1ccccc1CN(C)C(=O)COC(=O)c1c(C)noc1C	-23	-12	-0.3	-0.8	-0.2
33	C=CCSC1=NC(N)=C(C#N)C2(CCCCC2)C1C(N)=O (stereo not drawn)	20	-12	-0.2	1.6	0.5
34	Cc1ccc(-c2nc(CS(=O)CC(=O)NCc3ccccn3)c(C)o2)cc1 (stereo not drawn)	22	-5	0.0	0.1	-1.2
35	CCC1(c2ccc(F)cc2)NC(=O)N(CC(=O)N2CCc3ccccc3C2)C1=O (stereo not drawn)	-7	-24	5.0	0.4	8.2
36	CC(C)CC1C(=O)N(Cc2cn(CCC3OCCO3)nn2)CCS(=O)(=O)N1Cc1ccc(-c2cccc(N(C)C)c2)cc1 (stereo not drawn)	5	.	.	1.3	.

cpd	OXTR potentiator	CHO-K1 Ca antag	TAAR1 antag	GPR7 antag
25	-3	2	1	14
26	-1	-6	-4	.
27	-3	6	22	15
28	.	-9	-15	.
29	-2	-5	6	-8
30	-3	-9	-6	-12
31	0	4	16	6
32	-2	7	-13	.
33	2	-3	-3	-6
34	0	-9	-37	-6
35	-9	17	6	.
36	.	5	52*	.

# (list continues)
cpd	SMILES	CHO-K1 Ca PAM	CHO parental Ca	V1aR counter	M1 ag parental	OXTR ag
37	CC(=O)Nc1ccc2nc(C)n(Cc3ccc(Cl)cc3)c(=O)c2c1	15	-11	2.4	1.2	2.2
38	Cc1cccc(N(C(=O)CNC(=O)c2ccco2)C(C(=O)NC2CCCCC2)c2cccnc2)c1 (stereo not drawn)	13	-14	-0.8	0.1	-0.4
39	COc1ccc(CN2C(=O)CS/C2=N/N=C/c2cccs2)cc1	-12	-8	4.7	10	6.5
40	O=C1CCC(C(=O)N(Cc2cccs2)C2(C(=O)NC3CCCCC3)CCCCC2)N1 (stereo not drawn)	-1	0	-0.2	0.1	0.3
41	CSCCC(NS(=O)(=O)c1ccc(C)c(C(=O)O)c1)C(=O)O (stereo not drawn)	12	-13	0.6	1.4	0.2
42	CC1CCN(C(=O)/C(=C\c2ccccc2F)NC(=O)c2ccccc2)CC1	9	-16	0.6	1.0	-0.1
43	O=C(c1ccco1)N1CCN(C(=O)c2ccc(COc3ccc(F)cc3)o2)CC1	8	-18	2.3	1.1	-1.1
44	CC1(C)OC(=O)N(c2cccnc2)C1(C)O (stereo not drawn)	5	-6	0.4	0.0	0.3
45	Cc1ccc(S(=O)(=O)N2CCOCC2)cc1NC(=O)c1cc2c(s1)CCC2	1	-4	1.4	2.6	-0.7
46	O=C(NCc1ccco1)C1CCN(c2nnc(-n3cccc3)s2)CC1	19	-8	-0.3	-0.4	-1.0
47	O=C(COC(=O)Cc1ccc(Br)cc1)Nc1ccc(Cl)cn1	2	-11	0.7	6.2	-0.8
48	CCC(C)(C)NC(=O)C1CCCN1C(=O)NC1CCCCC1 (stereo not drawn)	12	-2	-1.1	0.2	-0.1

cpd	OXTR potentiator	CHO-K1 Ca antag	TAAR1 antag	GPR7 antag
37	-9	-7	-1	-4
38	-6	-15	-9	-6
39	-10	25*	-2	-6
40	-6	-14	2	13
41	0	-12	-4	-1
42	-9	-18	-19	3
43	-4	-8	12	-1
44	-8	-7	-1	1
45	-4	-4	1	0
46	3	-7	-17	-7
47	-9	-1	18	.
48	-9	-6	-13	-6

# The list continues:
cpd	SMILES	CHO-K1 Ca PAM	CHO parental Ca	V1aR counter	M1 ag parental	OXTR ag
49	COc1cc(OC)c2c(-c3ccccc3)cc(=O)oc2c1C(CCN1CCCCC1)c1ccc(N(C)C)cc1 (stereo not drawn)	18	-10	6.0	3.2	8.0
50	CCOc1ccc(Br)cc1S(=O)(=O)Nc1cccnc1	-11	-3	1.2	0.1	0.5
51	C#Cc1ccc([C@H]2C=C(C(=O)N3CCN(Cc4ccc5c(c4)OCO5)CC3)O[C@@H](OCC)[C@@H]2CCCO)cc1	11	-8	0.6	3.4	1.7
52	OC[C@H]1O[C@@H](c2nc(-c3nc(-c4ccc(F)cc4)no3)cs2)[C@H](O)[C@@H](O)[C@H]1O	4	.	.	0.5	.
53	O=C(C1CCC(CNS(=O)(=O)c2cccc3nsnc23)CC1)N1CC=C(c2ccccc2)CC1 (stereo not drawn)	-10	19	4.5	0.7	2.3
54	CC1(Cc2c(Cl)cccc2Cl)C(=O)Nc2cc(-c3ccccc3Cl)ccc21 (stereo not drawn)	0	.	.	0.9	.

cpd	OXTR potentiator	CHO-K1 Ca antag	TAAR1 antag	GPR7 antag
49	-7	-11	.	.
50	-7	-18	-16	-5
51	-15	-10	29	-20
52	.	-13	-2	.
53	-10	26*	-18	-7
54	.	-15	-1	.

# High-throughput results as filed in PubChem BioAssay.
